Screens: PubChem, Sanford-Burnham Center for Chemical Genomics
AID2073: disruptors of CaV2.2 binding to Mint1 – biochemical, HTRF (AID 2073); 290,000 compounds, 0.19% hits; HTRF protein-protein interaction, Mint1-CaV2.2; higher % means a stronger effect; inhibition, % at 20 µM; hits with a dose series show IC50 in µM; in the data active means inhibition mostly above about 51%, no sharp cut-off; inconclusive means no clear call, values can overlap the other calls; inactive means mostly below about 53%; further: some results filed as inactive read as strong as hits
HIV peptide binding: inhibitors of HIV fusion peptide binding, primary screen, biochemical, uHTS, fluorescence dequenching (AID 1986). cell-free peptide binding, fluorescence dequenching, 30 min; higher % means a stronger effect. inhibition, % at 20 µM, or IC50 in µM where a hit was titrated. 290,000 compounds, 0.3% hits; in the data active means inhibition mostly above about 52%, no sharp cut-off; inactive means mostly below about 76%; further: some results filed as inactive read as strong as hits
* marks the source's active call; other numbers are inactive results; ? = inconclusive. Only part of the results is shown (hit frequency here may not be typical).

SMILES	AID2073	HIV peptide binding
COc1cc(C(C)=O)ccc1OCC(O)CN1CCN(c2ccc(C)cc2C)CC1 (centres undefined)	-4%	-0.4%
CCc1ccc(-c2cc3c(=O)n(CC(=O)N4CCCC4)nc(C)n3n2)cc1	-5%	-1.0%
COc1ccccc1NC(=O)C1CCCN1C(=O)NC1CCCCC1 (centres undefined)	9%	-0.3%
CN1CCN(NS(=O)(=O)c2ccc(Cl)cc2)CC1	48%	-1.7%
COc1ccccc1-n1c(SCC(=O)N2CCOCC2)nc(O)cc1=O	-1%	-1.8%
COc1cc(OC)c(OC)cc1CN1CCN(Cc2ccco2)CC1	-4%	3.2%
CC(=O)N1CC(=O)N(CC(=O)Nc2ccc(Br)cc2)C1=S	5%	0.3%
Cc1c(C)c2ccc(OC(C)C(=O)N[C@@H](Cc3c[nH]c4ccccc34)C(=O)O)c(C)c2oc1=O (some centres undefined)	2%	6.5%
O=C(Cc1ccccc1)NCC(=O)OCC(=O)c1ccc(Cl)cc1	2%	-0.2%
COc1cccc(NC(=O)[C@H](Cc2c[nH]c3ccccc23)NC(=O)[C@@H]2Cc3ccccc3CN2)c1	-7%	0.3%
COc1ccc(N2CCN(CC(=O)c3ccc(Cl)cc3)CC2)cc1	-9%	-0.4%
CCOC(=O)c1c(C)nn(-c2ccc(NC(=O)c3cccs3)cc2)c1C	13%	-0.1%
COc1ccc(OC)c(CCNC(=O)c2cccc(NC3=NC4CS(=O)(=O)CC4S3)c2)c1 (centres undefined)	0%	0.1%
CC(=O)N1c2ccc(S(=O)(=O)N(C)CC(=O)NCc3ccc(C)cc3)cc2CC1C (centres undefined)	16%	-0.5%
CN1C(=O)NC(c2cccc([N+](=O)[O-])c2)C2=C1CCCC2=O (centres undefined)	4%	0.9%
NS(=O)(=O)c1ccc(CNC(=O)c2ccncc2)cc1	7%	-0.9%
COc1cc(C(=O)O[C@H]2C/C(C)=C/CC[C@]3(C)O[C@@H]3C(O)C2C(C)C)cc(OC)c1OC (some centres undefined)	3%	-1.0%
COc1cccc(CNS(=O)(=O)c2ccc3c(c2)C(C)(C)C(=O)N3C)c1	-3%	-0.1%
O=C(CNC(=S)N(CCCN1CCOCC1)Cc1cccs1)NCc1ccc(Cl)cc1	-26%	0.9%
COc1ccc(CNc2ncc(-c3ccc(Br)cc3)n2C)cc1OC	-2%	0.7%
Cn1c(=O)[nH]c(=O)c2c1nc(NCCN)n2CCOc1ccccc1	8%	0.1%
Cc1cccc(N(CC(=O)NCc2ccc(F)cc2)C(=O)c2ccco2)c1	-9%	-0.2%
Cc1ccc(-c2nc3c(Cl)cc(Cl)cc3c(=O)n2O)cc1	14%	46%
O=C(CN(CC1CCCO1)C(=O)CNS(=O)(=O)c1ccc(F)cc1)NC1CCCCC1 (centres undefined)	10%	-1.5%
Cc1cc(C)c2c(c1)C(=O)/C(=C/c1ccc(C(=O)O)cc1)CC2	-12%	11%

Reprinted from the part before: 5 compounds; new compounds follow.
SMILES	AID2073	HIV peptide binding
Cn1c(=O)[nH]c(=O)c2c1nc(NCCN)n2CCOc1ccccc1	8%	0.1%
Cc1cccc(N(CC(=O)NCc2ccc(F)cc2)C(=O)c2ccco2)c1	-9%	-0.2%
Cc1ccc(-c2nc3c(Cl)cc(Cl)cc3c(=O)n2O)cc1	14%	46%
O=C(CN(CC1CCCO1)C(=O)CNS(=O)(=O)c1ccc(F)cc1)NC1CCCCC1 (centres undefined)	10%	-1.5%
Cc1cc(C)c2c(c1)C(=O)/C(=C/c1ccc(C(=O)O)cc1)CC2	-12%	11%
CN(CCOc1ccc(Cl)cc1)C(=O)C1CCN(C(=O)c2ccc(Cl)cc2)CC1	-5%	-0.3%
CCn1c(SCC(=O)NCC2CCCO2)nc2c(c1=O)SCC2 (centres undefined)	2%	1.5%
CCc1ccc(-c2cc(C)no2)cc1S(=O)(=O)NC(C)Cc1ccco1 (centres undefined)	6%	-0.1%
COc1cc(C2SCC(=O)N2Cc2ccccc2)ccc1O (centres undefined)	7%	1.8%
CN1CCCN(C(=O)c2c(F)cccc2Cl)CC1	17%	1.3%
NCC12CC3CC(C1)CC(c1ccc(Br)cc1)(C3)C2	36%	-3.1%
CC(=O)c1cccc(NC(=O)COc2ccc(S(=O)(=O)N3CCOCC3)cc2)c1	18%	1.5%
COc1cccc(N2CCN(S(=O)(=O)c3ccc(-c4cnc(C5CC5)o4)cc3)CC2)c1	15%	-0.6%
COC(=O)c1ccc(N2CCOCC2)c(NC(=O)c2ccc(Br)o2)c1	20%	-0.7%
CCCNC(=O)c1ccccc1NC(=O)c1ccc2c(c1)NC(=O)C(C)S2 (centres undefined)	5%	1.4%
COc1cccc(N2C(=NC(=O)COc3ccccc3)SC3CS(=O)(=O)CC32)c1 (centres undefined)	-4%	1.7%
O=C(Nc1cccc(Cl)c1)c1ccc2c(c1)OCCO2	6%	-0.9%
N#Cc1ccc(OCc2ccc(C(=O)O)o2)cc1	14%	-1.0%
S=C(NC1CC1)N1CCCc2ccccc21	-11%	-1.6%
COc1ccc(C(=O)N2CCCC(CO)(Cc3ccccc3C)C2)o1 (centres undefined)	2%	2.8%
COc1ccc(NC(=O)CCNS(=O)(=O)c2cccc3nonc23)cc1	8%	0.8%
Cc1ccc(-c2csc(NC3OC(=O)c4ccccc43)n2)cc1 (centres undefined)	10%	2.0%
CC1CN(C(=O)CCC(=O)NCc2ccc(Cl)cc2)c2ccccc2O1 (centres undefined)	-5%	-0.5%
O=C(Cn1ccc2ccccc2c1=O)NCC(=O)Nc1ccc(F)cc1F	10%	-1.1%
O=C(OCC(=O)C12CC3CC(CC(C3)C1)C2)c1cnccn1	1%	0.2%
Cc1ccc(CNCCCSc2ncccn2)cc1	20%	-1.6%
Cc1c(OC(C(=O)O)c2ccccc2)ccc2c1oc(=O)c1ccccc12 (centres undefined)	12%	6.2%
CCCCCn1c(=O)[nH]c2cc(C(=O)NCCCN3CCCCC3CC)ccc2c1=O (centres undefined)	-1%	0.7%
O=C(CN1CCN(S(=O)(=O)c2ccc(F)cc2)CC1)NC1CCCC1	-6%	0.1%
COc1ccc(/C=N\NC(=O)c2ccccc2OC)cc1COc1c(F)c(F)c(F)c(F)c1F	-4%	0.3%

Quoted at random: four entries already listed
SMILES	AID2073	HIV peptide binding
CCCNC(=O)c1ccccc1NC(=O)c1ccc2c(c1)NC(=O)C(C)S2 (centres undefined)	5%	1.4%
O=C(CN1CCN(S(=O)(=O)c2ccc(F)cc2)CC1)NC1CCCC1	-6%	0.1%
S=C(NC1CC1)N1CCCc2ccccc21	-11%	-1.6%
Cc1ccc(CNCCCSc2ncccn2)cc1	20%	-1.6%

Additional results.
SMILES	AID2073	HIV peptide binding
Fc1cccc(NC(=S)Nc2cccc3ccccc23)c1	-19%	-1.3%
COC(=O)c1ccc2c(=O)n(Cc3ccc4c(c3)OCO4)c(=S)[nH]c2c1	-5%	1.3%
CCOc1ccc(S(=O)(=O)N2CCCC(C(=O)NCc3ccco3)C2)cc1 (centres undefined)	9%	1.2%
CCOC(=O)CSc1nc2sc3c(c2c(=O)n1-c1ccc(OC)cc1)CCN(C)C3	6%	4.3%
CCOC(=O)/C=C1\CN(C(C)c2ccccc2)S(=O)(=O)c2ccccc21 (centres undefined)	-14%	-0.5%
CC[n+]1c(/C=C/c2ccc(OC(C)=O)c(OC)c2)ccc2ccccc21	14%	-0.7%
COc1ccccc1N1CCN(C(=O)c2noc(C)c2[N+](=O)[O-])CC1	4%	8.1%
Cc1c(Br)c([N+](=O)[O-])nn1CC(=O)NC1CCCCCC1	4%	-1.2%
COc1cccc(NC(C)=[N+](C)CCNS(=O)(=O)c2ccc(Cl)cc2)c1	-6%	-1.6%
Cc1cc(OCCCCOc2ccc(S(N)(=O)=O)c(C)c2)ccc1S(N)(=O)=O	7%	0.8%
Cc1cc(C)c2sc(N(CCN(C)C)C(=O)CCS(=O)(=O)c3ccccc3)nc2c1	5%	-1.2%
O=C(CC(c1ccccc1)c1ccccc1)NCCOCc1ccccc1	9%	0.5%
CCC1COCCS(=O)(=O)N1Cc1ccccc1 (centres undefined)	2%	-1.9%
CCC1CCCCN1CC(O)COCc1cccc(OC)c1 (centres undefined)	-3%	-0.1%
O=C(CN1CCCCCC1)Nc1ccccc1Cl	6%	1.4%
CC1(C(=O)NCCOc2ccccc2Cl)CC1(Cl)Cl (centres undefined)	3%	1.4%
COc1ccc(CCC(=O)N/N=C(\C)c2ccc3c(c2)OCO3)cc1	3%	0.4%
Cc1ccc(C)c(OCC(=O)Nc2ccc(C(=O)O)cc2NC(=O)COc2cc(C)ccc2C)c1	20%	31%
Cc1ccnc(NC(=O)c2ccc(Br)s2)c1	21%	0.3%
O=C(Nc1cccc(Cl)c1N1CCOCC1)c1ccc(Br)o1	-7%	-1.4%
Cc1cccc2c(=O)c(-c3ccc(Cl)cc3)c(NC(=O)c3ccco3)oc12	14%	3.1%
CCOc1ccc(CCNC(=O)c2ccc(C)c(NC3=NC4CS(=O)(=O)CC4S3)c2)cc1 (centres undefined)	0%	0.6%
COc1ccc(NC(=S)N(CCC(C)C)C2CCN(C(C)C)CC2)cc1	-7%	-0.9%
CC(C)n1nnnc1SCC(=O)Nc1cccc(F)c1	14%	0.7%
Cc1onc(-c2c(Cl)cccc2Cl)c1C(O)c1ccccc1 (centres undefined)	4%	1.6%

Record cards (already shown).
COc1ccc(CCC(=O)N/N=C(\C)c2ccc3c(c2)OCO3)cc1 across the screens: AID2073: 3%; HIV peptide binding: 0.4%
CCC1COCCS(=O)(=O)N1Cc1ccccc1 (centres undefined) across the screens: AID2073: 2%; HIV peptide binding: -1.9%

(continued)
SMILES	AID2073	HIV peptide binding
CC(NC(=O)CN(C)S(=O)(=O)c1ccc2c(c1)c(=O)n(C)c(=O)n2C)c1ccccc1 (centres undefined)	-3%	0.2%
C=CCN(C(=O)c1csnn1)C(C(=O)NC1CCCCC1)c1ccc(C)cc1 (centres undefined)	0%	-1.1%
O=C(CN(CC1CCCO1)C(=O)CNS(=O)(=O)c1ccc(F)cc1)NC1CCCC1 (centres undefined)	2%	-0.2%
Cc1ccc2c(CN3CCCCC3)cc(=O)oc2c1C	12%	-1.5%
COCCCNC(=O)CSc1nc2c(sc(=S)n2-c2cc(Cl)ccc2OC)c(=O)[nH]1	18%	2.4%
O=C(NC(=S)Nc1ccc(F)cc1)C1CCCCC1	-1%	0.0%
Cc1ccc(C(=O)N2CCN(c3ccccn3)CC2)cc1C	13%	-1.3%
COc1cc(OC)cc(C(=O)N2CCN(C(=O)c3cccnc3)CC2)c1	4%	0.1%
O=C(Nc1ccc(NC(=O)c2cccs2)cc1)c1cccs1	14%	-0.4%
CCOC(=O)c1cc(C)sc1NC(=O)CSc1nnnn1C	0%	-0.7%
COc1ccc(CCN2CC(C(=O)N(C)Cc3ccc4nsnc4c3)CCC2=O)cc1 (centres undefined)	0%	-0.8%
CCOC(=O)CC(NS(=O)(=O)c1ccc2[nH]cc(C(=O)O)c(=O)c2c1)c1ccc(OCC)c(OC)c1 (centres undefined)	7%	14%
Cc1cccc(NC(=O)C2C3C=CC(O3)C2C(=O)O)c1C (centres undefined)	8%	-0.5%
COC(=O)c1ccc(NS(=O)(=O)c2ccc3[nH]c(=O)oc3c2)cc1	14%	5.3%
CC(C)C(=O)Nc1cccc(-c2nc3ncccc3o2)c1	3%	-2.6%
O=C(COC(=O)CCc1ccccc1)Nc1cc([N+](=O)[O-])ccc1F	-7%	0.1%
Cc1cccc(C)c1NC(=O)c1ccc2c(c1)CCN2S(C)(=O)=O	8%	-0.4%
Cc1ccccc1NC(=O)CCS(=O)(=O)c1ccc(Br)cc1	15%	1.0%
COC(=O)c1ccccc1NC(=O)CCCn1nc(C)c2c(C)n(-c3ccccc3)nc2c1=O	-6%	-0.3%
Cc1cccc(C)c1NC(=O)CN1C(=O)C(C)Oc2ccccc21 (centres undefined)	2%	-0.8%
Cc1cccc(C(=O)Nc2ccccc2NC(=O)c2cccc(C)c2)c1	-6%	0.6%
CC(C)OCCCNC(=O)c1cc(S(=O)(=O)N2CCCCC2)c[nH]1	-2%	1.6%
Cc1cccc(NC(=O)CSc2nnc(-c3ccncc3)n2CC2CCCO2)c1 (centres undefined)	6%	0.6%
COc1ccccc1NS(=O)(=O)c1ccc2c(c1)OCCO2	-4%	-0.1%
COc1cccc(CN(CC(=O)NCc2ccco2)C(=O)CNS(=O)(=O)c2ccccc2)c1	?	0.7%
Continuation:
SMILES	AID2073	HIV peptide binding
Cc1nnc(NC(=O)c2oc3ccccc3c2C)s1	-1%	1.6%
CC(C)CN(C(=O)COC(=O)c1c2c(nc3ccccc13)CCC2)c1c(N)n(Cc2ccccc2)c(=O)[nH]c1=O	13%	-1.0%
CCOC(=O)c1ccc2c(c1)nc(-c1ccccn1)n2CC	16%	0.2%
CCCNC(=O)c1onc(CSc2nc3ccccc3[nH]2)c1C(=O)NCCC	-7%	2.6%
O=C(COc1ccc2ccccc2c1Br)Nc1ccncc1	14%	0.0%
COc1ccc(-c2nc(CS(=O)CC(=O)NC3CCCC3)c(C)o2)cc1 (centres undefined)	-3%	1.7%
COc1ccccc1NC(=O)c1ccc(COc2ccccc2Br)o1	12%	-0.9%
O=[N+]([O-])c1cc(C(F)(F)F)cc([N+](=O)[O-])c1NCCN1CCNCC1	8%	-1.3%
COC(=O)c1ccc(NC(=O)c2ccc3nsnc3c2)cc1	12%	0.5%
COc1ccc(N2CCN(C(=O)CN(c3cccc(OC)c3)S(=O)(=O)c3ccccc3)CC2)cc1	-2%	-0.6%
OC(COc1ccc(F)cc1)CN1CCN(c2ccccc2F)CC1 (centres undefined)	18%	-1.1%
